High-throughput results: PubChem BioAssay, National Center for Advancing Translational Sciences (NCATS)
12-hLO inh – qHTS Assay for Inhibitors of 12-hLO (12-human lipoxygenase); Polyunsaturated fatty acid lipoxygenase ALOX12 (Homo sapiens), P18054; purified 12-hLO, xylenol orange hydroperoxide absorbance; Potency, µM (series often up to 57.1 µM), inactives show top-dose activity change, negative = inhibition, most hits filed as inhibitors; actives 0.12% (n = 150,000); further: potency means the concentration at half of the fitted maximal effect; nearly all actives have a fitted effect of over 55% in size; many of its hits are not listed in these tables
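Purified human 12hLO (150 nM), preincubated 15 min with compound, then 40 uM arachidonic acid for 30 min, room temperature, Hepes pH 7.0 with 0.01% Triton X-100. Hydroperoxide detected by ferrous iron/xylenol orange; 573/405 nm absorbance ratio gives reaction progress.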
PNC inhibitor – High Content Assay for Compounds that inhibit the Assembly of the Perinucleolar Compartment. PC3M PTB-GFP, PNC prevalence imaging, 16 h; hits give low values. activity change (PNC), negative = inhibition, % at 10 µM. AID 2417, 2010. actives 3.1% (n = 140,000);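 active means readout at or below -70, meaning at least 70% loss of cells showing the perinucleolar compartment, a nuclear body marking cancer cells; inconclusive means readout between -30 and a set limit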;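 further: plate controls were DMSO wells for no effect and camptothecin positive control wells for full effect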
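PC3M cells stably expressing PTB-GFP, 750–1000 cells/well, treated 16 h at 37 °C with compound (23 nl of library stock), in duplicate. After paraformaldehyde fixation and Hoechst stain, imaged at 20x; PNC prevalence scored by image analysis.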
ALOX15B inhib – qHTS Assay for Inhibitors of 15-hLO-2 (15-human lipoxygenase 2). purified 15hLO-2, xylenol orange hydroperoxide absorbance. Potency, µM (top dose mostly 57.1 µM), without a hit: top-dose activity change, negative = inhibition, most hits filed as inhibitors. actives 0.56% (n = 110,000). Polyunsaturated fatty acid lipoxygenase ALOX15B (Homo sapiens), O15296; further: potency means the concentration at half of the fitted maximal effect; nearly all actives have a fitted effect of over 60% in size; many of its hits are not listed in these tables
Target sequence (O15296 whole entry, looked up): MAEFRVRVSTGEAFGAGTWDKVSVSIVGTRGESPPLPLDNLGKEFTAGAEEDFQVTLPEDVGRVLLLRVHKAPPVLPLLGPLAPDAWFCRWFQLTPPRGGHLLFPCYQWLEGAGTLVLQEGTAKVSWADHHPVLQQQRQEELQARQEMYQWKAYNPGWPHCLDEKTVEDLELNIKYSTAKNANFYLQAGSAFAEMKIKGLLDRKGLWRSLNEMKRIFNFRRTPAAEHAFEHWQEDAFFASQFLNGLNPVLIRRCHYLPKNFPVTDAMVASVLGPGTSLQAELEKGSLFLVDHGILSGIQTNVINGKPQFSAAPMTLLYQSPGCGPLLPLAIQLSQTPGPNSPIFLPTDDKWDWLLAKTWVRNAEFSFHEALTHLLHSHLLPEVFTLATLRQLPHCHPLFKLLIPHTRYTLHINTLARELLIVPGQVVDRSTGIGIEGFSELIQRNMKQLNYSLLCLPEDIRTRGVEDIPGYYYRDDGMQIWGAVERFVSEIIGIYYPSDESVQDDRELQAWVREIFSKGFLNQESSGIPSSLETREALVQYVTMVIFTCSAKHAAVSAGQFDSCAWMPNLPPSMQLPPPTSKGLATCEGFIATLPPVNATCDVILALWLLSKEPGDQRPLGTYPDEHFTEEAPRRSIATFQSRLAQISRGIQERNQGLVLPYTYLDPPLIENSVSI
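Screening format was qHTS against 50 nM purified 15hLO-2 in Hepes pH 7.5 with detergent. Activity follows hydroperoxide formation from 45 uM arachidonic acid, measured as 573:405 nm absorbance ratio of the ferric-xylenol orange complex.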
IMPase inh – qHTS Assay for Identifying the Cell-Membrane Permeable IMPase Inhibitors; Inositol monophosphatase 1 (Rattus norvegicus), P97697; CHO-M1 cells, IP1 accumulation, HTRF TR-FRET ratio; inhibition (IP1 accumulation), % at 46.1 µM; 120,000 tested, under 10 active; AID 901, 2007; active means well fitted curve in the direction sought with a large enough effect in the signal ratio, not every such curve was filed as active; inconclusive means small, poorly fitted or top-dose-only effect, or a change in a side signal; inactive means no such curve, though single readings can be large or run the other way; the % refers to the signal ratio;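 further: cells stimulated with carbachol in lithium chloride buffer; plate controls were DMSO basal wells for no effect and reference inhibitor wells for full effect; higher means more IMPase inhibition seen as more IP1 and lower FRET ratio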
Target sequence (P97697 whole entry, looked up): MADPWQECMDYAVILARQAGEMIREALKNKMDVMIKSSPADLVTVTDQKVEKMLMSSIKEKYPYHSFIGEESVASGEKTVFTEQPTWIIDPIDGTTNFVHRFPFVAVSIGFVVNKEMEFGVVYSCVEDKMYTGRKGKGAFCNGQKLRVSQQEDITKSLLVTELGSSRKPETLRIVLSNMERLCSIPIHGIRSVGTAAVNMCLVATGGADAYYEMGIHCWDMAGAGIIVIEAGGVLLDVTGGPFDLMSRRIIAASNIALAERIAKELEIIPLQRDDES
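Carbachol-driven Gq signalling in CHO-M1 cells (2000/well) generates IP1. Compounds that block IMPase raise IP1 and so reduce the FRET signal from Eu-anti-IP1 and d2-IP1 after a 10 min room-temperature lysis.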
Starred values were filed as active, the others as inactive; ? = inconclusive; / = not tested or not shown; & = joins results of further samples; [ ] = remark or other dose. Unless noted, the call rests on the fitted dose curve; in most records, active means well fitted curve in the direction sought with a large enough effect; inconclusive means small, poorly fitted or top-dose-only effect, or another doubt; inactive means no such curve, though single readings can be large; an effect the other way counts as inactive or inconclusive. Unless noted, on the % scale 0 is the no-effect control and ±100 the full control effect. A portion of the library; count on the stated rates, not on these rows.

12-hLO inh	PNC inhibitor	ALOX15B inhib	IMPase inh	mol
-1%	-1	-13%	-5	COc1ccccc1NC(=S)Nc1ccccc1F
-1%	-11	/	/	O=C(N=c1ccn(-c2nc3ccccc3nc2NS(=O)(=O)c2ccccc2)cc1)c1cccs1
-1%	?	4%	11	Cc1ccc(C(=O)O/N=C2\CCSc3ccc(C)cc32)cc1
1%	?	-12%[11.4 µM]	2[1.84 µM]	O=C1CN(C(=O)c2ccco2)c2ccccc2N1
-2%	-19	20%	9	CNc1nc2ccccc2n1/N=C/c1cccc(OC)c1OC
-2%	?	-2%	-3	Cc1ccc(CNS(=O)(=O)c2ccc3oc(C(=O)O)c(C)c3c2)cc1
1%	-13	/	/	CCOC(=O)C1(C(F)(F)F)N=C(c2cccnc2)OC(N2CCCCC2)=N1 (stereo not drawn)
4%	-2	2%	5	Cc1ccccc1OCc1nnc2c3cnn(C)c3ncn12
-1%	?	9%	-2	O=C(c1ccc(Nc2cccc(C(F)(F)F)c2)nc1)N1CCCC1
-1%	17	-9%	2	Cc1cc2oc(=O)cc(COC(=O)c3n[nH]c4ccccc34)c2cc1C
-1%[25.6 µM]	/	-1%[25.6 µM]	4[20.6 µM]	C/C(=C(/CCO)SSC[C@@H]1CCCO1)N(C=O)Cc1cnc(C)nc1N
-9%	-25	18%	3	COc1cc(/C=C/C(=O)Nc2cc(C(F)(F)F)ccc2Cl)cc(OC)c1OC
-1%	43	1%	12	CN(C)c1cc[n+](CC(=O)Nc2cc(C(F)(F)F)ccc2Cl)cc1
-2%	-20	/	1	CC(C)CN(C(=O)c1cc2ccccc2o1)c1c(N)n(CC(C)C)c(=O)[nH]c1=O
-5%	22	3%	6	CCc1nnc(NC(=O)CCC(=O)NC2CCCCC2)s1
7%	85	/	7	CCOc1ccc(N2C(=O)C3CC(C)=C(C)CC3C2=O)c([N+](=O)[O-])c1 (stereo not drawn)
-2%	21	-2%	-6	CCCCCC(=O)Nc1ccc(N2CCN(S(C)(=O)=O)CC2)cc1
-10%	-27	/	3	COc1cc(/C=C/C(=O)c2ccc(C)c([N+](=O)[O-])c2)cc(OC)c1O
-4%	42	-21%	6	COC(=O)/C(N=Nc1cccc(C(F)(F)F)c1)=C(\C)O
-17%	20	/	1	COc1ccccc1/C=C/C1=NC(=C\C=C/c2ccccc2)/C(=O)O1
-7%	-24	8%	-2	CCn1c(C(=O)NC(C)c2ccc3c(c2)OCCO3)cc2sccc21 (stereo not drawn)
-1%	-119*	/	4	Cc1noc(C)c1CSc1ccc2ccccc2n1
-3%	?	-3%	9	COc1ccc(-n2cnnc2SCC(=O)N2CCN(c3ccccc3)CC2)cc1
-1%	17	-4%	1	CCCOC(=O)NC1C(NC(=O)OCCC)N(C)C(=O)N1C (stereo not drawn)
-4%	-19	/	/	CCOc1ccccc1NC(=O)c1cc(C(=O)c2cc(OC)ccc2O)coc1=N
-1%	-14	-24%	10	COc1ccc2c(c1)c(C(=O)CNc1nc(C)cs1)c(C)n2C
-26%	/	13µM*	/	O=c1cc(-c2cc(O)c(O)c(O)c2)oc2cc(O)cc(O)c12
1%	11	-14%	3&-4	CC(C)c1ccc(CN(C(=O)c2cc3ccccc3oc2=O)C2CCS(=O)(=O)C2)cc1 (stereo not drawn)
5%	?	9%	4	CCC(C(=O)N1CCN(S(C)(=O)=O)CC1)c1ccccc1 (stereo not drawn)
-3%	?	/	?	COc1ccc(CNc2oc(-c3cccc4ccccc34)nc2C#N)cc1
5%	14	1%	5	CCOC(=O)C1CCN(C(=O)CCCOc2ccccc2)CC1
-7%	-3	-1%	7	Clc1ccccc1CSc1ncccn1
2%	-9	/	/	O=C(Nc1ccc(-c2nc3ccccc3[nH]2)cc1)c1cccc(N2C(=O)CCC2=O)c1
0%	-22	1%	1	CCCC(=O)Nc1ccccc1-c1nnc(SC)[nH]c1=O
-1%	-13	6%	6	Cn1c(C(=O)N2CCN(c3ccc(Cl)cc3)CC2)cc2c(=O)[nH]c3ccccc3c21
0%	8	-6%	13	COc1cc(C2NC(=O)NC(c3ccccc3)=C2C(C)=O)ccc1OCC#N (stereo not drawn)
-1%	93	29%	3	O=C(/C=C/Nc1cccc(C(F)(F)F)c1)c1ccc(Oc2ncccn2)cc1
3%	-12	43%[activator]	8	Cc1cc(NCCCn2ccnc2)n2ncc(-c3ccccc3)c2n1
-4%	-11	-9%	-4	Cc1cc(=O)oc(C)c1C(=O)O
-6%	30	4%	0	O=c1cc(-c2c(F)c(F)c(F)c(F)c2F)oc2ccccc12

One compound at a time, from the list above. Order of values: 12-hLO inh	PNC inhibitor	ALOX15B inhib	IMPase inh
`CC(C)CN(C(=O)c1cc2ccccc2o1)c1c(N)n(CC(C)C)c(=O)[nH]c1=O` reads -2%	-20	/	1
`Cn1c(C(=O)N2CCN(c3ccc(Cl)cc3)CC2)cc2c(=O)[nH]c3ccccc3c21` reads -1%	-13	6%	6

More structures.
12-hLO inh	PNC inhibitor	ALOX15B inhib	IMPase inh	mol
-4%	-23	/	-6	Cc1c(Cl)cccc1NC(=S)NCCc1ccc(S(N)(=O)=O)cc1
-11%	41	/	/	CCN(CC)S(=O)(=O)c1cc(C(=O)Nc2ccccc2[N+](=O)[O-])ccc1Cl
-1%	127	/	-1	CCN(CC(=O)NC(C)C)C(=O)c1ccc(Cl)cc1
-1%	?	-2%	12	CCOc1ccc(Nc2nc3c(c(=O)[nH]2)CCCC3)cc1
-16%	0	-11%	-2	CC(C)c1ccc(/C=c2\sc3nc(-c4ccncc4)nn3c2=O)cc1
5%	?	/	/	O=C(NCCc1nc2ccccc2[nH]1)/C(=C/c1ccco1)NC(=O)c1ccco1
0%	36	6%	2	O=C(CCSc1nc(-c2ccco2)cc(C(F)(F)F)n1)NCC1CCCO1 (stereo not drawn)
1%	-12	20%	5	C=CCNC(=O)C(C#N)c1nc2ccccc2nc1N1CCN(Cc2ccccc2)CC1 (stereo not drawn)
-4%	-24	/	13	CCOc1cc(/C=N/NC(=O)c2cccnc2)ccc1OCC(=O)N1CCOCC1
0%	11	10%	4	COCC(=O)Nc1ccccc1C(=O)Nc1ccc(OC)cc1
-5%	-23	-27%	6	CCS(=O)(=O)Nc1ccc(C2=NN(C(=O)c3ccco3)C(c3ccc(C)cc3)C2)cc1 (stereo not drawn)
-3%	-17	/	/	COc1ccc(C(=O)/C=C/C(=O)N(Cc2ccccc2OC)C(C(=O)NC2CCCCC2)c2ccncc2)c(O)c1 (stereo not drawn)
-1%	-26	2%	0	COc1ccc(C(=O)Cn2c(N3CCOCC3)nc3ccccc32)cc1OC
2%[0.00818 µM]	/	-6%[0.0915 µM]	-7	COc1cc2c(c(OC)c1OC)-c1ccc(OC)c(=O)cc1[C@@H](NC(C)=O)CC2
-1%	28	-6%	0	Nc1nonc1C(=O)NCCNC(=O)c1cccs1
-23%	13	6%	27	O=C(CCCSc1nc(-c2ccco2)cc(C(F)(F)F)n1)Nc1ccc2c(c1)OCO2
-2%	-10	/	/	Cc1cc2oc(=O)cc(CN3CCN(S(=O)(=O)c4cccs4)CC3)c2cc1C
5%	60	-1%	8	CCOC(=O)N1CCC(NC(=O)Cn2nc(-c3ccccc3)ccc2=O)CC1
-6%	9	-3%	11	CN(Cc1ccccc1)c1oc(COc2ccccc2F)nc1C#N
0%	17	/	9	Cc1nn(Cc2ccccc2)c(Cl)c1C(=O)NCCc1ccccc1
4%	/	-12%	/	Cc1ccccc1OCC1CO1 (stereo not drawn)
6%	?	1%	-8	COc1ccc(NC(=O)C(CC(C)C)NS(=O)(=O)c2ccc3c(c2)CCN3C(C)=O)cc1OC (stereo not drawn)
-4%	?	/	/	Cc1nn2c(Nc3ccc(F)cc3)c3c(nc2c1-c1ccccc1)CCC3
-3%	20	/	/	COc1ccc(/C=N/OCC(=O)N(Cc2ccc(OC)cc2)c2ccccc2C(=O)O)cc1
0%	54	/	9	O=C(CSc1nc(-c2ccccc2)nn1C(=O)c1ccccc1)Nc1cccc([N+](=O)[O-])c1
-7%	18	4%	?	CCc1ccccc1NC(=O)c1cc2ncc(Br)cn2n1
0%	?	-1%	5	Cc1cccc(NC(=O)c2cc(NC(=O)C3CCCCC3C(=O)O)ccc2Cl)n1 (stereo not drawn)
0%	15	3%	-5	O=C(C1CCCCC1)N(Cc1ccccc1)c1ccccn1
1%	?	1%	5	CCOC(=O)C(C(C)=O)C(c1ccc(OC)cc1)C(C(C)=O)C(=O)OCC (stereo not drawn)
-1%	26	/	/	COc1ccccc1NNC(=O)C(O)(c1ccccc1OC)c1ccccc1OC
-2%	-27	/	/	CC1CCCC(NC(=O)COC(=O)c2cccc(NS(=O)(=O)/C=C/c3ccccc3)c2)C1C (stereo not drawn)
-1%	-4	/	0	COCCNC(=O)c1cnn2c1NC(c1ccco1)CC2C(F)(F)F (stereo not drawn)
-2%	29	/	/	NC(=O)[C@@H]1CCCCNc2c(F)cc([N+](=O)[O-])cc2C(=O)N[C@@H](CCCN=C(N)N)C(=O)NCC(=O)N1
1%	-109*	/	/	CC(C)(C)C(=O)n1nc(-c2ccccc2)oc1=O
-3%	14	/	/	CCN(CC)S(=O)(=O)c1ccc(N2CCOCC2)c(NC(=O)C23CC4CC(CC(Cl)(C4)C2)C3)c1
3%	-2	-4%	?	COc1ccc(C(=O)NCc2nnc(SCC(=O)NCc3ccc(F)cc3)o2)cc1
2%	14	3%	-8	Cc1cccc(OCC(=O)NCc2ccncc2)c1C
-2%	44	-1%	-1	COc1ccc(N2CC(=O)N(c3ccc(OC)c(OC)c3)CC2=O)cc1OC
-25%	-3	2%	0	O=C(C/C=N/OCc1c(Cl)cccc1Cl)c1ccc(Cl)cc1
-18%	?	-25%	6	CC(=O)N1CCc2c(sc(NC(=O)C3CC3)c2-c2nc3ccccc3s2)C1
3%	93	4%	?	Cc1nc(SC2CCOC2=O)c2c(C)c(C)sc2n1 (stereo not drawn)
-16%	44	-6%	?	c1ccc2c(c1)CCN2CCN1CCc2ccccc21
0%	?	3%[2.29 µM]	-2	COc1ccc(C(=O)Nc2ccc(C)cn2)c(OC)c1
0%	22	-7%	1	CCc1ccc(C(C)NC(=O)/C=C/c2ccc(Br)cc2)cc1 (stereo not drawn)
-2%	63	-1%	2	Cc1c(NC(=O)CCC2CCCCC2)c(=O)n(-c2ccccc2)n1C
-20%	-9	4%	11	O=C(Nc1cccc(Cl)c1)C1CCCN(S(=O)(=O)c2ccc(F)cc2)C1 (stereo not drawn)
-5%	-1	-2%	5	Cc1cccc(C)c1OCC(=O)NCc1nnc(SCC(=O)NC2CCCCC2C)n1C (stereo not drawn)
-1%	26	-1%	7	COc1cc(/C=N/N=C(/N)c2nonc2N)cc(Br)c1OCc1ccccc1C
4%	15	3%	-2	CC(NC(=O)C(C)(C)C)c1nc2ccccc2n1C (stereo not drawn)
-7%	-29	-7%	2	C=CCSc1nnc2c(n1)OC(c1cccnc1)Nc1ccccc1-2 (stereo not drawn)
-7%	31	12%	7	CC1CCCC(C)N1C(=O)CSc1nnnn1Cc1ccccc1 (stereo not drawn)
1%	11	5%	3	CN(C)S(=O)(=O)Nc1ccc(C(=O)O)cc1

In the list so far, these have bromine.
12-hLO inh	PNC inhibitor	ALOX15B inhib	IMPase inh	mol
-7%	18	4%	?	CCc1ccccc1NC(=O)c1cc2ncc(Br)cn2n1
0%	22	-7%	1	CCc1ccc(C(C)NC(=O)/C=C/c2ccc(Br)cc2)cc1 (stereo not drawn)
-1%	26	-1%	7	COc1cc(/C=N/N=C(/N)c2nonc2N)cc(Br)c1OCc1ccccc1C
